TDP43 rescue – rescues yeast growth from TDP-43 toxicity; TDP-43 expressing yeast growth rescue, BacTiter-Glo, 24 h; Potency, µM (titrated, usually from 46.1 µM), for inactives: at the top dose growth rescue (activation), actives largely listed as activators; hit rate 1.8% among 410,000; further: potency means the concentration at half of the fitted maximal effect; % of control where 0% means no effect; nearly all actives have a fitted effect of over 50% in size
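Readout is BacTiter-Glo luminescence of cell growth, so inhibitors register as activators. TDP-43-expressing yeast at OD600=0.02 in galactose medium, after raffinose pregrowth to mid-log, were incubated with compound for 24 hr at 30 deg C.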
GLP-1R inv ag – GLP-1 receptor (human) inverse agonism | hit rate 1.6% among 410,000 | HEK293 GLP-1R CRE-luciferase, luminescence, 24 h; GLP-1R form is constitutively active | AID 624417 | Potency, µM (doses to about 38.3 µM), inactives show at the top dose activity change, negative = inhibition, usual class: inhibitors; further: potency means the concentration at half of the fitted maximal effect; on the % scale 0 is the no-effect control and ±100 the full control effect; nearly all actives have a fitted effect of over 55% in size
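Seeding at 200 cells/uL, 12 h culture, 24 hr compound treatment, then luciferase reagent and a luminescence read; cells are HEK293 stably expressing a constitutively active GLP-1R plus cAMP-responsive luciferase.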
FUS yeast rescue – rescues growth of FUS-expressing yeast. hit rate 0.24% among 390,000. Potency, µM (titrated, usually from 76.6 µM), without a hit: at the top dose growth rescue (activation), most hits filed as activators. S. cerevisiae FUS-expressing, growth rescue, OD600, 24 h;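 further: potency means the concentration at half of the fitted maximal effect; plate controls were DMSO vehicle for no effect and reference control for full effect; nearly all actives have a fitted effect of over 55% in size; some results filed as inactive show a strong effect at the top dose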
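Read-out: OD at 600 nm after 24hr at 30C, reporting rescue of FUS-induced yeast toxicity. Cells at OD 0.005 in galactose (2%) minimal medium; compounds tested in a dilution series; CP55940 titration from 92uM final as control.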
Abeta yeast res – compounds reversing amyloid beta toxicity in yeast | yeast expressing A-beta42, growth rescue, OD600, 48 h; response scale: 0% DMSO, 100% iron-clioquinol control | Potency, µM (titrated, usually from 46.1 µM), for inactives: at the highest dose growth rescue, hits mostly activators | hit rate 0.063% among 410,000 | AID 1347071; further: potency means the concentration at half of the fitted maximal effect; nearly all actives have a fitted effect of over 55% in size
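Growth rescue measured by 600 nm absorbance after 48 h yeast culture at 30 C with compound. Values normalized between DMSO and an equimolar ferric chloride plus clioquinol control.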
aSyn yeast inh – inhibitors of alpha-synuclein toxicity in yeast; AID 652106; hit rate 0.14% among 370,000; Yeast expressing alpha-synuclein, growth rescue, BacTiter-Glo, 24 h; Potency, µM (doses to about 46.1 µM), for the others: at the top dose growth rescue (activation), hits mostly activators; further: potency means the concentration at half of the fitted maximal effect; % of control where 0% means no effect; nearly all actives have a fitted effect of over 65% in size
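Screening used galactose-induced yeast with toxic alpha-synuclein levels, exposed to compound for 24 hr at 30 deg C. Cell growth, read with BacTiter-Glo luminescence, gave the measured signal.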
PTHR1 ag – agonists of human PTHR1 parathyroid hormone receptor. Q03431. HEK293 GP2 PTHR1 cells, GloSensor cAMP luminescence, 1 h. Potency, µM (highest dose often 115 µM), inactives show top-dose activation, usual class: activators. hit rate 0.075% among 410,000. AID 743266; further: potency means the concentration at half of the fitted maximal effect; nearly all actives have a fitted effect of over 55% in size; some results filed as inactive show a strong effect at the top dose; inactives centre near -15; many of its hits are not listed in these tables
Target sequence (Q03431 whole entry, looked up): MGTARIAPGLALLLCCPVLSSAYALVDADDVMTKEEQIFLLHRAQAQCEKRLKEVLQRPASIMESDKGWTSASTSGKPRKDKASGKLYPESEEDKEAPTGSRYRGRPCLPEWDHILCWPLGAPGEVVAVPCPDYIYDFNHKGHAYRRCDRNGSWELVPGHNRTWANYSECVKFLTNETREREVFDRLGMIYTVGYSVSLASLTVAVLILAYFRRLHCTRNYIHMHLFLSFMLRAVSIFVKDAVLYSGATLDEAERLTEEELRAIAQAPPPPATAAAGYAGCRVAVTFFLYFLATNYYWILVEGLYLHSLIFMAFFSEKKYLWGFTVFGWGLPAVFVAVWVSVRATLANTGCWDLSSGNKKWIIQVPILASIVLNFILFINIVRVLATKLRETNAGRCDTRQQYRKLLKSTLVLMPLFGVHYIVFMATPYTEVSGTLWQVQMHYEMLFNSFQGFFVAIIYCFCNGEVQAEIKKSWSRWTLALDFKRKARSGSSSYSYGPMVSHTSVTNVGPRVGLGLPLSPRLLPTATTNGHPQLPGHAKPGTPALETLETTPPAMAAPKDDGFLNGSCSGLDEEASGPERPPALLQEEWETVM
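HEK-293-derived GP2 cells expressing PTHR1 and a GloSensor cAMP reporter, 3,000/well, plated overnight, given luciferin plus IBMX (each 0.5 mM as added) for 1 h at 37 °C, then compound for 1 h at 37 °C. Luminescence was read after 15 min at room temperature.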
GLP1R cytotox – cytotoxicity counter-screen for GLP-1 receptor inverse agonists | HEK293 cAMP-luciferase reporter cells, luminescence, 24 h | Potency, µM (series often up to 38.3 µM), for the others: top-dose activity change, negative = inhibition, most hits filed as inhibitors | hit rate 0.13% among 410,000 | AID 624418;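 further: loss of luciferase light is scored as toxicity; potency means the concentration at half of the fitted maximal effect; on the % scale 0 is the no-effect control and ±100 the full control effect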
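A 23 nL compound transfer followed 12 hours of cell culture at 37 deg C; exposure then lasted 24 hr. Luciferase assay detection reagent was dispensed and plates read for luminescence after a 12 min room-temperature wait.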
MmCpn inh – M. maripaludis TRiC chaperonin inhibition | purified Mm-Cpn ATPase, ADP Transcreener TR-FRET | Potency, µM (series often up to 76.9 µM), for inactives: at the top dose activity, negative = inhibition, actives largely listed as inhibitors | hit rate 0.031% among 330,000; further: potency means the concentration at half of the fitted maximal effect; on the % scale 0 is the no-effect control and ±100 the full control effect; nearly all actives have a fitted effect of over 80% in size
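ATPase turnover read by TR-FRET ADP competition (Eu cryptate antibody/ADP-d2, 665/590 nm): 10uM ATP final, 25nM Mm-CPN final, 30 min 37degC after 10-min compound preincubation, pH 7.4 Tris/KCl/MgCl2/DTT buffer.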
pAkt inh – Akt phosphorylation inhibition; Neuro2A IGF-stimulated pAkt S473 HTRF, 20 min; stronger effect = lower value; activity change, % for hits at 50 µM; hit rate 0.32% among 360,000; in the data active means activity change below about -80%; inconclusive means mostly about -51% to -80%; further: on the % scale 0 is the no-effect control and ±100 the full control effect
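Neuro2A cells in DMEM with 0.5% FBS, overnight at 37 deg C, given compound at single 50 µM final, then IGF (6 nM final) for 20 min at 37 deg C. Lysed; phospho-Akt Ser473 by HTRF after 24 h, 665/615 ratio.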
Numbers without * were called inactive; i = inactive; ? = inconclusive; nt = not tested or not shown; & = joins results of further samples; [ ] = dose if it differs, or a comment. Unless noted, the call rests on the fitted dose curve; in most records, active means well fitted curve in the direction sought with a large enough effect; inconclusive means small, poorly fitted or top-dose-only effect, or another doubt; inactive means no such curve, though single readings can be large; an effect the other way counts as inactive or inconclusive.

nr | smiles | MmCpn inh | Abeta yeast res | TDP43 rescue | PTHR1 ag | GLP-1R inv ag | GLP1R cytotox | FUS yeast rescue | aSyn yeast inh | pAkt inh
1 | CCc1ccccc1NC(=O)CSc1nc2c(oc3ccccc32)c(=O)n1C | nt | -10% | 20% | i | 6% | -8% | -10% | nt | nt
2 | N#Cc1cccc(NC(=O)Cc2ccsc2)c1 | 2% | 14% | 26% | i | 5% | -3% | 17% | 0% | i
3 | CCOc1ccccc1NC(c1nnc(-c2ccccc2)o1)c1ccc(F)cc1Cl (stereo not drawn) | nt | -10% | -1% | -14% | ? | 17% | 20% | nt | nt
4 | OCc1nc2ccccc2n1Cc1c(F)cccc1Cl | 1% | -5%&4% | 8%&27% | i | 15%&3% | 2%&22% | -12%&-2% | 2% | i
5 | Cn1nc(-c2ccccc2F)c2cc(C(=O)Nc3cc(F)ccc3F)sc21 | nt | 0% | 17% | i | 6% | -7% | -20% | nt | nt
6 | Cc1ccccc1CN1C(=O)CSCC1(C)C(=O)Nc1c(C)cccc1C (stereo not drawn) | nt | -12% | 0% | -25% | 9% | 10% | 10% | -1% | i
7 | O=c1c2ccccc2nc(SCc2cn3ccsc3n2)n1-c1ccccc1 | 2% | 15% | 23% | i | 91%[activator] | -23% | 33% | -8% | i
8 | C#CCOCCOCCOCCNc1nc(N2CCN(C(=O)[C@H]([C@@H](C)CC)n3cc(CCCCN)nn3)CC2)nc(N2CCN(C(=O)[C@H](CCCCN)n3cc(CCC(=O)O)nn3)CC2)n1 | 2% | 7% | 27% | i | 8% | 1% | -4% | 1% | i

Among those listed so far, four have a carbonyl joined to an NH by a bond outside any ring:
nr | smiles | MmCpn inh | Abeta yeast res | TDP43 rescue | PTHR1 ag | GLP-1R inv ag | GLP1R cytotox | FUS yeast rescue | aSyn yeast inh | pAkt inh
1 | CCc1ccccc1NC(=O)CSc1nc2c(oc3ccccc32)c(=O)n1C | nt | -10% | 20% | i | 6% | -8% | -10% | nt | nt
2 | N#Cc1cccc(NC(=O)Cc2ccsc2)c1 | 2% | 14% | 26% | i | 5% | -3% | 17% | 0% | i
5 | Cn1nc(-c2ccccc2F)c2cc(C(=O)Nc3cc(F)ccc3F)sc21 | nt | 0% | 17% | i | 6% | -7% | -20% | nt | nt
6 | Cc1ccccc1CN1C(=O)CSCC1(C)C(=O)Nc1c(C)cccc1C (stereo not drawn) | nt | -12% | 0% | -25% | 9% | 10% | 10% | -1% | i

(list continues)
nr | smiles | MmCpn inh | Abeta yeast res | TDP43 rescue | PTHR1 ag | GLP-1R inv ag | GLP1R cytotox | FUS yeast rescue | aSyn yeast inh | pAkt inh
9 | CN1CCN(CC(=O)Nc2nc(-c3ccccc3)cs2)CC1 | 1% | -3% | 3% | -21% | ? | 6% | 4% | 1% | i
10 | Cc1ccc(S(=O)(=O)N(C)c2ccc3c(ncn3C)c2[N+](=O)[O-])cc1 | 2% | -12% | 6% | i | 4% | ? | 0% | -4% | i
11 | CN(C)c1cccc(NC(=O)C2Cc3c(-c4ccc(Cl)cc4)ccnc3O2)c1 (stereo not drawn) | nt | -8% | ? | -28% | ? | -22% | ? | 13% | i
12 | CCOC(=O)c1cc(-c2ccncc2)nc2c1c(C)nn2-c1ccccn1 | -1% | 10% | 26% | -20% | 11% | -5% | 7% | 17% | i
13 | CCCCn1c(-c2cccc(F)c2)nc2c1c(=O)[nH]c(=O)n2CC(C)C | 3% | 7% | -8% | -6% | 6% | -6% | 8% | -6% | i
14 | Cc1nc2c(-c3ccc(F)cc3)c(C)nn2c(C)c1CCC(=O)Nc1ccccc1 | -3% | 1% | 11% | i | ? | 1% | -36% | -1% | i
15 | CCN(C(=O)CSc1nnc(-c2ccc(Cl)cc2)o1)c1ccccc1 | nt | -5% | ? | -32%[inhibitor] | ? | -1% | 22% | nt | nt
16 | Brc1ccccc1-c1nnc(CSc2nnnn2-c2ccccc2)o1 | -1% | -16% | ? | i | -4% | 6% | -2% | -2% | i

The closing 3 records of the part before open the next one:
nr | smiles | MmCpn inh | Abeta yeast res | TDP43 rescue | PTHR1 ag | GLP-1R inv ag | GLP1R cytotox | FUS yeast rescue | aSyn yeast inh | pAkt inh
14 | Cc1nc2c(-c3ccc(F)cc3)c(C)nn2c(C)c1CCC(=O)Nc1ccccc1 | -3% | 1% | 11% | i | ? | 1% | -36% | -1% | i
15 | CCN(C(=O)CSc1nnc(-c2ccc(Cl)cc2)o1)c1ccccc1 | nt | -5% | ? | -32%[inhibitor] | ? | -1% | 22% | nt | nt
16 | Brc1ccccc1-c1nnc(CSc2nnnn2-c2ccccc2)o1 | -1% | -16% | ? | i | -4% | 6% | -2% | -2% | i
17 | Cc1ccc(C2CC(c3cccs3)n3nc(N)nc3N2)cc1 (stereo not drawn) | -2% | 1% | 6% | i | 6% | 11% | 17% | -10% | i
18 | O=C(Cn1nnc(-c2ccccc2Cl)n1)N1CCN(S(=O)(=O)c2ccc(Cl)cc2)CC1 | 1% | 13% | -5% | -2%[57.5 µM] | ? | 63%[activator] | ? | 9% | i
19 | Cc1ccc(S(=O)(=O)NC(=O)C2(C)CCN2C(=O)c2ccccc2)nc1 (stereo not drawn) | nt | -15% | 9% | -24% | 8% | 3% | -8% | 3% | i
20 | COC(=O)c1ccc(-c2nc(CN3CCC(C(=O)N4CCOCC4)CC3)c(C)o2)cc1 | ? | 3% | 8% | i | 19% | 11% | nt | -7% | i
21 | COc1ccc(NC(=O)N2CCCCCC2)cc1OC | 1% | 3% | 4% | i | 0% | 2% | -7% | -3% | i
22 | COc1cccc2c1cc1c(=O)n(CC(=O)NCCCc3ccccc3)nc(C)n12 | ? | 8% | 9% | -4% | -2% | 4% | -6% | 8% | i
23 | NC(=O)NCC1CC1 | nt | -12% | -17% | i | 1% | 21% | -12% | -9% | i
24 | C/C(CC(=O)NC12CC3CC(CC(C3)C1)C2)=N\NC(=O)c1cnccn1 | 2% | -26% | 15% | ? | 34%[activator] | 3% | 3% | ? | i
25 | Cc1ccc(S(=O)(=O)NCCC(=O)Nc2cccc(Cl)c2)cc1 | 3% | 9% | 14% | -4% | ? | -26% | nt | 3% | i
26 | Clc1ccc(-c2noc(CN3CCOCC3)n2)cc1 | 1% | 14% | 7% | -25% | 16% | -5% | -9% | 6% | i

Only part of the results is shown, so the mix of outcomes need not match the whole.
